# TcdB inh – TcdB glycohydrolase inhibitors, primary screen, biochemical, single point, plate reader; inhibition, % at 9.99 µM; 0.24% of 350,000 active; Toxin B (Clostridioides difficile), P18177; AID 652162, 2013; TcdB glycohydrolase enzymatic assay; in the data active = inhibition above about 10%
# Target sequence (P18177 whole entry, looked up): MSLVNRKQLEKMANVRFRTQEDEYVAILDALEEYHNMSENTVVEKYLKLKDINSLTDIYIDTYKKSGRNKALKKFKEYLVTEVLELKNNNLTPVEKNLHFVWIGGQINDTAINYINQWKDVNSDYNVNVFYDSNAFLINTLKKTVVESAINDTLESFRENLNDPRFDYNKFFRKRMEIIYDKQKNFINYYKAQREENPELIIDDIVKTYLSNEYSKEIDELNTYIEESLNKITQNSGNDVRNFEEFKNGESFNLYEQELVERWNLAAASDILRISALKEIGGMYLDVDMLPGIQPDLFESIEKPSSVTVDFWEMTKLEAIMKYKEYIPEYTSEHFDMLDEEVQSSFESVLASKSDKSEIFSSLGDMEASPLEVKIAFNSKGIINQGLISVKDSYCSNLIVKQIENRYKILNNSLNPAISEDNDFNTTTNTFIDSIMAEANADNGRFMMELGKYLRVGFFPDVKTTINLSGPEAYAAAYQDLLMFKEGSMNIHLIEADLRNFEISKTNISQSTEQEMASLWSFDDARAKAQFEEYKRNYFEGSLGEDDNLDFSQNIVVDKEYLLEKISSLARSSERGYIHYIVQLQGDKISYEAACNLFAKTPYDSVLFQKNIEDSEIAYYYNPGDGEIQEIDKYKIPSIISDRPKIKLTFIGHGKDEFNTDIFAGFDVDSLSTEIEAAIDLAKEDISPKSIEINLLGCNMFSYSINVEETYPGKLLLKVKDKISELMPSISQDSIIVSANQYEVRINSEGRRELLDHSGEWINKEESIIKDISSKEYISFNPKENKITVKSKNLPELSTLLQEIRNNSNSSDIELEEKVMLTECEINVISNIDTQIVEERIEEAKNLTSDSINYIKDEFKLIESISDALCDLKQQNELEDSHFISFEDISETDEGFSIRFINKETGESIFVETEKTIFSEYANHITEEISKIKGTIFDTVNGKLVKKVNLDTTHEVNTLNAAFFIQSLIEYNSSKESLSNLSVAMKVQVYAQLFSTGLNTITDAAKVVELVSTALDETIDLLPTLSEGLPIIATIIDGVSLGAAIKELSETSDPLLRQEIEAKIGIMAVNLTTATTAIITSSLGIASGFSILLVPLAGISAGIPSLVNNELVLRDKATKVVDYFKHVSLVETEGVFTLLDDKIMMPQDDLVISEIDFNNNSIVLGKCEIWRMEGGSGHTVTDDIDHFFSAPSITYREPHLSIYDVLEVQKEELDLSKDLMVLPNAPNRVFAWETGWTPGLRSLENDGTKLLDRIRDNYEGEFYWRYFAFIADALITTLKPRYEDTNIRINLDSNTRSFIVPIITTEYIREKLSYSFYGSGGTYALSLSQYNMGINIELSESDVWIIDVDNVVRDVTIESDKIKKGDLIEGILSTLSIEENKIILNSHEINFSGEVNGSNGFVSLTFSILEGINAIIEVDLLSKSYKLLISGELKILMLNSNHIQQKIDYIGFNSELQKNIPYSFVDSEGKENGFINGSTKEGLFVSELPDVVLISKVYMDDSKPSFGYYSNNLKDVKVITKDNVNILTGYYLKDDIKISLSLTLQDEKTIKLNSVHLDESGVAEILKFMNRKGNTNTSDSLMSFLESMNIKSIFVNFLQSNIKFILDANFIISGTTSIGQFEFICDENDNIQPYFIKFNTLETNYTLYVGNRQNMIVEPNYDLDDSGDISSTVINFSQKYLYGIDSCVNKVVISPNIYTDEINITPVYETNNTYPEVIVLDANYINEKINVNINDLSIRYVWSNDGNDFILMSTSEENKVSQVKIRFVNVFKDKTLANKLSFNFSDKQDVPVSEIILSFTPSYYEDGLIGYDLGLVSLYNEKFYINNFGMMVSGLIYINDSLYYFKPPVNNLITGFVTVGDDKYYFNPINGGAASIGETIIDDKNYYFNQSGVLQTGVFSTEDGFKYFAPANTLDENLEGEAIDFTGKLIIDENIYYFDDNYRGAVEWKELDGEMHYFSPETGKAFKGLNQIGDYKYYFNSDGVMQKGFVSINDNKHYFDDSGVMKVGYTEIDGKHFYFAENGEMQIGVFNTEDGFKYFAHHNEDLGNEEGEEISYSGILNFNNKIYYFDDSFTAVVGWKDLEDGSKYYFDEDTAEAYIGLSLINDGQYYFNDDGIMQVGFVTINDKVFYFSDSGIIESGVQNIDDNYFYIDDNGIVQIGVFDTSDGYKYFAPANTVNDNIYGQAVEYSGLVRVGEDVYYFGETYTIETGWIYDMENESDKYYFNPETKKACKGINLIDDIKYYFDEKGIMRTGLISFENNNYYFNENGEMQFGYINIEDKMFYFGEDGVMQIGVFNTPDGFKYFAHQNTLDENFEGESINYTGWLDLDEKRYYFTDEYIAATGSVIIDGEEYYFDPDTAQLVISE
# * marks the source's active call; other numbers are inactive results. This is a subset (hit frequency here may not be typical).
SMILES,TcdB inh
CN(C)c1ccc2c(c1)[C@H]1C[C@H](CC(=O)NCc3ccccn3)O[C@H](CO)[C@H]1O2,-42
O=C(C[C@H]1CC[C@H]2[C@@H](COC[C@@H](O)CN2Cc2ccc(Cl)cc2)O1)NCc1ccccc1Cl,1.4
CCC(=O)N1CCCCN2[C@H](CO)[C@@H](c3ccc(-c4ccc(F)cc4)cc3)[C@@H]2C1,1.3
CC(C)NC(=O)N(C)C[C@H]1Oc2cc(-c3ccncc3)ccc2S(=O)(=O)N([C@H](C)CO)C[C@@H]1C,-0.2
O=C(C[C@H]1C=C[C@@H](NC(=O)Nc2ccccc2F)[C@H](CO)O1)NCc1ccc(Cl)cc1,0.3
Cc1cc(C(=O)Nc2cccc3c2O[C@@H](CN(C)Cc2ccncc2)[C@@H](C)CN([C@H](C)CO)C3=O)n(C)n1,0.6
CN1C(=O)c2cc(NC(=O)Cc3ccccc3)ccc2OC[C@@H]2O[C@@H](CC(=O)O)CC[C@H]21,-0.2
COc1ccc(CN(C)C[C@@H]2OCCCC[C@H](C)Oc3ccc(NC(=O)c4ccncc4)cc3C(=O)N([C@@H](C)CO)C[C@H]2C)cc1,1.0
Cc1ccc(F)cc1S(=O)(=O)N[C@@H]1CCN(Cc2ccc(OC(C)C)cc2)C1,2.1
C[C@@H]1CN([C@H](C)CO)C(=O)c2cccc(NS(=O)(=O)c3cccs3)c2O[C@H]1CN(C)CC1CCCCC1,1.4
CO[C@H]1CN(C)C(=O)c2ccc(NC(=O)Nc3c(C)noc3C)cc2OC[C@@H](C)N(CC2CC2)C[C@H]1C,-12
C[C@@H]1CN([C@@H](C)CO)C(=O)c2cc(NC(=O)CCN3CCOCC3)ccc2O[C@@H]1CN(C)Cc1ccncc1,0.6
CC(C)CC#Cc1ccc2c(c1)O[C@H](CN(C)C(=O)C1CCCCC1)[C@H](C)CN([C@@H](C)CO)S2(=O)=O,0.1
Cc1ccccc1S(=O)(=O)N1C[C@@H](O)COC[C@@H]2O[C@H](CC(=O)N3CCC(Cc4ccccc4)CC3)CC[C@H]21,0.0
C[C@@H]1CN([C@@H](C)CO)S(=O)(=O)c2ccc(C3=CCCC3)cc2O[C@@H]1CN(C)Cc1cncnc1,0.4
O=C(c1cccc(F)c1)N1CCCCN2[C@H](C1)[C@@H](c1ccc(-c3cncnc3)cc1)[C@@H]2CO,-0.7
C[C@@H]1CCCCO[C@@H](CN(C)CC2CCCCC2)[C@H](C)CN([C@H](C)CO)C(=O)c2cc(NC(=O)C3CCCCC3)ccc2O1,-0.3
C[C@@H]1CN([C@@H](C)CO)C(=O)c2cc(NC(=O)Nc3cccc4ccccc34)ccc2O[C@@H]1CN(C)Cc1ccc2c(c1)OCO2,-8.0
O=C(O)C[C@@H]1CC[C@H](NC(=O)c2ccccc2F)[C@@H](CO)O1,-9.8
C/C=C/c1ccc([C@H]2[C@H](CO)N3C(=O)CN(C(=O)c4cccc(F)c4)C[C@@H]23)cc1,-4.1
CN1C(=O)c2cc(NC(=O)c3cccc(F)c3)ccc2OC[C@H]2O[C@@H](CC(=O)N3CCc4ccccc4C3)CC[C@@H]21,0.8
COc1ccc(NC(=O)N(C)C[C@@H]2OCCCC[C@H](C)Oc3ccc(NC(=O)CCC(F)(F)F)cc3C(=O)N([C@H](C)CO)C[C@H]2C)cc1,-1.1
Cc1ccc(S(=O)(=O)Nc2ccc3c(c2)C(=O)N([C@@H](C)CO)C[C@H](C)[C@H](CN(C)S(=O)(=O)c2c(C)noc2C)O3)cc1,0.4
CO[C@@H]1CN(C)C(=O)c2cc(NS(=O)(=O)c3ccccc3)ccc2OC[C@@H](C)N(Cc2cccnc2)C[C@@H]1C,-0.4
COC(=O)[C@H]1[C@H](CO)[C@H]2Cn3c(ccc(-c4cccc(F)c4)c3=O)[C@H]2N1Cc1ccccn1,-0.4
CO[C@@H]1CN(C)C(=O)c2cc(NC(=O)c3nc4ccccc4s3)ccc2OC[C@H](C)N(Cc2ccncc2)C[C@@H]1C,0.0
CCC(=O)N(C)C[C@H]1Oc2cc(C#CCN(C)C)ccc2S(=O)(=O)N([C@@H](C)CO)C[C@H]1C,-0.9
O=C(C[C@@H]1C[C@H]2c3cc(NC(=O)NC4CCCC4)ccc3O[C@H]2[C@@H](CO)O1)NC1CCCC1,-0.4
O=C(C[C@@H]1CC[C@@H]2[C@H](COC[C@H](O)CN2S(=O)(=O)c2cccc(Cl)c2)O1)NCCCN1CCOCC1,-0.1
C[C@@H]1CN([C@@H](C)CO)C(=O)c2cc(C#CC3CC3)cnc2O[C@H]1CN(C)C(=O)Cc1ccccn1,-0.2
CO[C@@H]1CN(C)C(=O)c2ccc(NC(=O)c3cccc(F)c3)cc2OC[C@H](C)N(CC2CC2)C[C@@H]1C,0.7
CN(C)C(=O)[C@H]1[C@H](CO)[C@H]2Cn3c(ccc(-c4ccccc4)c3=O)[C@@H]1N2Cc1ccccn1,-0.9
COc1ccc(-c2ccc3c(c2)O[C@H](CN(C)C(=O)Nc2ccccc2F)[C@H](C)CN([C@H](C)CO)S3(=O)=O)cc1,0.4
C[C@H](CO)N1C[C@H](C)[C@@H](CN(C)Cc2ccc(C(=O)O)cc2)Oc2ccc(NS(=O)(=O)c3cn(C)cn3)cc2CC1=O,-1.7
COCCNC(=O)C[C@H]1C[C@H]2c3cc(NC(=O)Nc4ccc(C(F)(F)F)cc4)ccc3O[C@H]2[C@@H](CO)O1,-0.1
O=C(C[C@@H]1C[C@H]2c3cc(NC(=O)Cc4ccncc4)ccc3O[C@H]2[C@@H](CO)O1)NCc1cccnc1,-5.4
CCCC#Cc1ccc([C@@H]2[C@@H](CO)N3C(=O)CN(C(=O)c4cccnc4)C[C@@H]23)cc1,-0.4
COCC(=O)Nc1ccc2c(c1)[C@@H]1C[C@H](CC(=O)N(C)C)O[C@H](CO)[C@@H]1O2,-0.8
CNC(=O)C[C@H]1CC[C@H]2[C@@H](COC[C@H](O)CN2C(=O)c2ccccn2)O1,-1.4
C[C@@H]1CCCCO[C@@H](CN(C)S(C)(=O)=O)[C@H](C)CN([C@@H](C)CO)C(=O)c2cc(NC(=O)Nc3ccc(C(F)(F)F)cc3)ccc2O1,0.6

# A stretch from further up, for reference:
SMILES,TcdB inh
CN1C(=O)c2cc(NC(=O)c3cccc(F)c3)ccc2OC[C@H]2O[C@@H](CC(=O)N3CCc4ccccc4C3)CC[C@@H]21,0.8
COc1ccc(NC(=O)N(C)C[C@@H]2OCCCC[C@H](C)Oc3ccc(NC(=O)CCC(F)(F)F)cc3C(=O)N([C@H](C)CO)C[C@H]2C)cc1,-1.1
Cc1ccc(S(=O)(=O)Nc2ccc3c(c2)C(=O)N([C@@H](C)CO)C[C@H](C)[C@H](CN(C)S(=O)(=O)c2c(C)noc2C)O3)cc1,0.4
CO[C@@H]1CN(C)C(=O)c2cc(NS(=O)(=O)c3ccccc3)ccc2OC[C@@H](C)N(Cc2cccnc2)C[C@@H]1C,-0.4
COC(=O)[C@H]1[C@H](CO)[C@H]2Cn3c(ccc(-c4cccc(F)c4)c3=O)[C@H]2N1Cc1ccccn1,-0.4
CO[C@@H]1CN(C)C(=O)c2cc(NC(=O)c3nc4ccccc4s3)ccc2OC[C@H](C)N(Cc2ccncc2)C[C@@H]1C,0.0
CCC(=O)N(C)C[C@H]1Oc2cc(C#CCN(C)C)ccc2S(=O)(=O)N([C@@H](C)CO)C[C@H]1C,-0.9
O=C(C[C@@H]1C[C@H]2c3cc(NC(=O)NC4CCCC4)ccc3O[C@H]2[C@@H](CO)O1)NC1CCCC1,-0.4
O=C(C[C@@H]1CC[C@@H]2[C@H](COC[C@H](O)CN2S(=O)(=O)c2cccc(Cl)c2)O1)NCCCN1CCOCC1,-0.1
C[C@@H]1CN([C@@H](C)CO)C(=O)c2cc(C#CC3CC3)cnc2O[C@H]1CN(C)C(=O)Cc1ccccn1,-0.2
CO[C@@H]1CN(C)C(=O)c2ccc(NC(=O)c3cccc(F)c3)cc2OC[C@H](C)N(CC2CC2)C[C@@H]1C,0.7

# More results follow:
SMILES,TcdB inh
C[C@@H]1CCCCO[C@@H](CN(C)S(C)(=O)=O)[C@@H](C)CN([C@H](C)CO)C(=O)c2cc(NS(=O)(=O)c3ccc(Cl)cc3)ccc2O1,1.6
CCCNC(=O)Nc1ccc2c(c1)OC[C@H](C)NC[C@H](C)[C@H](OC)CN(C)C2=O,1.2
O=C(C[C@H]1C=C[C@@H](NC(=O)C2CCC2)[C@H](CO)O1)NC1CCC1,0.4
CCCN(C)C[C@@H]1Oc2cc(C#Cc3cccc(OC)c3)ccc2S(=O)(=O)N([C@H](C)CO)C[C@@H]1C,-0.6
C[C@@H]1CN([C@@H](C)CO)C(=O)c2cccc(NC(=O)c3ccncc3)c2O[C@@H]1CN(C)CC1CCCCC1,0.3
COc1ccc(S(=O)(=O)N2[C@@H]3CNC[C@H]2C3c2ccc(-c3ccccc3F)cc2)cc1 (stereo partly specified),-0.3
C[C@@H]1CN([C@@H](C)CO)C(=O)c2cc(-c3cccc(F)c3)cnc2O[C@@H]1CN(C)Cc1cccnc1,-0.3
Cc1noc(C)c1NC(=O)Nc1cccc2c1O[C@@H](CN(C)Cc1ccc(C(=O)O)cc1)[C@H](C)CN([C@H](C)CO)C2=O,0.4
C[C@@H]1CN([C@@H](C)CO)S(=O)(=O)c2ccc(-c3ccc(F)cc3)cc2O[C@H]1CN(C)C(=O)C1CCOCC1,0.9
COc1ccc(C#Cc2ccc3c(c2)[C@H]2[C@H](CCN2Cc2ccncc2)[C@H](CO)N3)cc1,-0.3
COc1ccc2c3c(n(C)c2c1)[C@H](CO)N(C)CC31CCN(C(=O)c2ccc3c(c2)OCO3)CC1,-0.1
C[C@@H]1CN([C@@H](C)CO)C(=O)Cc2cc(NS(=O)(=O)c3cn(C)cn3)ccc2O[C@H]1CN(C)Cc1ccc(Oc2ccccc2)cc1,1.9
CN(C)CC(=O)N[C@H]1CC[C@H](CCn2cc(CN(C)C)nn2)O[C@@H]1CO,0.0
C[C@H](CO)N1C[C@H](C)[C@H](CN(C)Cc2ccncc2)Oc2ccc(NC(=O)Cn3cnnn3)cc2CC1=O,0.5
CC(C)NC(=O)N(C)C[C@@H]1OCCCC[C@@H](C)Oc2ccc(NC(=O)c3ccncc3)cc2C(=O)N([C@@H](C)CO)C[C@H]1C,0.7
C[C@@H]1CCCCO[C@H](CN(C)C(=O)c2ccccc2)[C@@H](C)CN([C@H](C)CO)C(=O)c2cc(NC(=O)Nc3ccc(F)cc3)ccc2O1,0.0
O=C(Nc1ccccc1)N1C[C@@H]2N[C@H](C1)[C@@H]2c1ccc(/C=C/c2ccccc2)cc1,0.6
CCNC(=O)C[C@@H]1CC[C@@H]2[C@H](COc3ccc(NC(=O)c4cc(C)on4)cc3C(=O)N2C)O1,0.1
Cc1noc(C)c1S(=O)(=O)Nc1ccc2c(c1)CC(=O)N([C@H](C)CO)C[C@@H](C)[C@@H](CN(C)S(=O)(=O)c1ccc(Cl)cc1)O2,-1.6
CCN(C[C@H]1[C@H](c2ccccc2)[C@H](CO)N1C(C)=O)C(=O)c1ccccn1,-1.6
COc1ccc(NC(=O)N[C@H]2C=C[C@@H](CC(=O)NCc3ccccn3)O[C@H]2CO)cc1,-3.3
C[C@@H]1CN([C@@H](C)CO)C(=O)Cc2cc(NC(=O)c3ccncc3)ccc2O[C@H]1CN(C)C(=O)Nc1cccc2ccccc12,-0.3
C[C@@H]1CN([C@H](C)CO)S(=O)(=O)c2ccc(Br)cc2O[C@@H]1CN(C)Cc1cncnc1,-0.4
COc1ccc(CN(C)C[C@@H]2OCCCC[C@H](C)Oc3ccc(NC(=O)c4ccccc4)cc3C(=O)N([C@@H](C)CO)C[C@H]2C)cc1,-0.5
N#C[C@@H]1[C@@H](c2ccccc2)[C@H](CO)N1C(=O)c1ccccc1F,-0.8
C[C@@H]1CN([C@H](C)CO)S(=O)(=O)c2ccc(/C=C/c3ccccc3)cc2O[C@@H]1CN(C)C(=O)Nc1cccc(F)c1,-7.2
C[C@@H]1CN([C@@H](C)CO)C(=O)c2cc(NC(=O)Nc3ccc4c(c3)OCO4)ccc2O[C@@H]1CN(C)Cc1ccc(Oc2ccccc2)cc1,-0.3
CC(=O)Nc1ccc2c(c1)C(=O)N(C)[C@@H]1CC[C@@H](CC(=O)NCc3ccccc3Cl)O[C@@H]1CO2,-1.0
COc1ccc(CN(C)C[C@@H]2Oc3ccc(NC(=O)Cc4ccccc4)cc3CC(=O)N([C@H](C)CO)C[C@@H]2C)cc1,0.2
COc1ccc(NC(=O)N(C)C[C@@H]2Oc3ncc(C#CC(C)C)cc3C(=O)N([C@@H](C)CO)C[C@@H]2C)cc1,-0.7
C[C@@H]1CN([C@@H](C)CO)C(=O)c2cc(NC(=O)c3ccncc3)ccc2O[C@H]1CN(C)C(=O)Nc1ccc(F)cc1,0.0
C[C@@H]1CN([C@@H](C)CO)C(=O)Cc2cc(NC(=O)Nc3ccccc3)ccc2O[C@@H]1CN(C)CC1CC1,-0.7
C[C@@H]1CCCCO[C@H](CN(C)S(=O)(=O)c2ccccc2)[C@H](C)CN([C@H](C)CO)C(=O)c2cc(NS(=O)(=O)c3cn(C)cn3)ccc2O1,0.6
CO[C@@H]1CN(C)C(=O)c2ccc(NC(=O)c3ccc(-c4ccccc4)cc3)cc2OC[C@H](C)NC[C@H]1C,0.6
C[C@H](CO)N1C[C@H](C)[C@@H](CN(C)Cc2ccc3c(c2)OCO3)Oc2ccc(NS(C)(=O)=O)cc2CC1=O,-1.6
COCC(=O)N1CC2(C1)CN(S(C)(=O)=O)[C@H](CO)c1c2c2ccc(OC)cc2n1C,0.2
C[C@@H]1CN([C@@H](C)CO)C(=O)c2cccc(NC(=O)C3CCOCC3)c2O[C@@H]1CN(C)S(=O)(=O)c1ccc(F)cc1,-0.1
CO[C@H]1CN(C)C(=O)c2ccc(NC(=O)c3cnccn3)cc2OC[C@@H](C)N(CCc2ccccc2)C[C@@H]1C,0.4
O=C1O[C@@H](c2ccccc2)[C@@H](c2ccccc2)N2[C@@H](c3ccccc3OCCO)[C@]3(C(=O)Nc4ccc(C#CC5(O)CCCCCC5)cc43)[C@@H](C(=O)N3CCCCCCC3)[C@H]12,1.2
O=C(c1cnccn1)N1CC(=O)N2[C@H](CO)[C@@H](c3ccc(C4=CCCCC4)cc3)[C@@H]2C1,-0.6
